# Screening results deposited in PubChem BioAssay by National Center for Advancing Translational Sciences (NCATS).
# ALOX12 inh: Primary qHTS assay for inhibitors of human arachidonate 12S-lipoxygenase (ALOX12): Round 2. Polyunsaturated fatty acid lipoxygenase ALOX12 (Homo sapiens), P18054. purified 12hLO, xylenol orange hydroperoxide absorbance. Potency, µM (top dose mostly 108 µM), inactives show at the highest dose activity change, negative = inhibition, usual class: inhibitors. 580,000 compounds, 1.1% hits. AID 1671190, 2021; active = well fitted inhibition curve with a large enough effect; inconclusive = small, poorly fitted or top-dose-only effect, or another doubt; inactive = no such curve, though single readings can be large or run the other way
# Target sequence (P18054 whole entry, looked up): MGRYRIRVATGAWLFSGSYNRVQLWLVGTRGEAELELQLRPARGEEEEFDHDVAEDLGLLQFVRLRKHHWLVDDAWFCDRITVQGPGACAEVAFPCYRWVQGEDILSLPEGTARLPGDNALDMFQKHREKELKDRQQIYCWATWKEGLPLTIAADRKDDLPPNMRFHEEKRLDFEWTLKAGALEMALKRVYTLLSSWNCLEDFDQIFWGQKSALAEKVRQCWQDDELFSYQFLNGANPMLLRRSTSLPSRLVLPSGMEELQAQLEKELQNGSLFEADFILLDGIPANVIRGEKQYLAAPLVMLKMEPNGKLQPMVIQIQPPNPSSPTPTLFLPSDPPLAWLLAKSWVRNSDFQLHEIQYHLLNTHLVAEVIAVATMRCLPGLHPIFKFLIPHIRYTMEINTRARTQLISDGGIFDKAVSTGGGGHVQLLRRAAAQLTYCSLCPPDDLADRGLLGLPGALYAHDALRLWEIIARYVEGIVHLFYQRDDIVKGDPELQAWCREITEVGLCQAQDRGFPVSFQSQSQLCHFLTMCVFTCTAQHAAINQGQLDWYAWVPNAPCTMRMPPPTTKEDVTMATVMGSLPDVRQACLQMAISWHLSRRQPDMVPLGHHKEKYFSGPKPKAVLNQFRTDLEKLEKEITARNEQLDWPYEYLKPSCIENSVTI
#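 Purified human 12hLO at 150 nM in 25 mM Hepes, 0.01% Triton X-100, pH 7.0, preincubated 15 min at room temperature with compound. Reaction started with 40 uM arachidonic acid, 30 min at room temperature. Hydroperoxide measured by Fe-xylenol orange, 573/405 nm absorbance ratio.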
# * hit, by the source's call; ? = inconclusive; [ ] = remark or other dose. % is scaled to controls: 0 for no effect and ±100 for the full control effect; potency is read from the fitted curve at half-maximal effect. An excerpt; the hit share may differ from the screen's.
SMILES | ALOX12 inh
CN(Cc1ccccc1)C1CCOC2(CCN(C(=O)CCc3nc4ccccc4[nH]3)CC2)C1 (stereo not drawn) | 54%[activator]
O=C(C1CCOCC1)N1CC(=O)N2[C@H](CO)[C@H](c3ccc(-c4ccccc4F)cc3)[C@@H]2C1 | -2%
CN1[C@@H](CCC(=O)Nc2ccccc2)CNC(=O)[C@@H]2[C@H]1CCN2Cc1cccc(OC(F)(F)F)c1 | 0%
CC(C)C[C@H]1CNC(=O)C(=O)N1C[C@@H]1CCCN1C[C@H](CC(C)C)N1C[C@H](Cc2ccccc2)N(CCc2ccccc2)C(=O)C1=O | -23%
Cc1nc(CN2Cc3nc(-c4cccc(C(F)(F)F)c4)ccc3OCC2=O)cs1 | -22%[176 µM]
CCOc1ccc(C2NC(=O)NC(CN3CCN(C(=O)OC(C)(C)C)CC3)=C2C(=O)OC)cc1 (stereo not drawn) | ?
COc1cccc(-c2noc(-c3ccc(CSCc4ccccc4F)o3)n2)c1OC | -4%
Cc1cc2oc(=O)cc(CN(C)Cc3ccco3)c2cc1C | -21%
CO[C@H]1[C@H](NC(=O)CC(C)C)c2ccccc2C12CCNCC2 | ?
CCCCCn1nc(C(=O)NCCC(=O)OC)c2ccccc2c1=O | ?
O=C(C[C@@H]1O[C@H](CNS(=O)(=O)c2ccc(Cl)cc2)[C@@H](O)[C@H]1O)NC1CC1 | ?
COCCCNC(=O)C(NC(=O)c1ccccc1)C1CCN(C(=O)c2ccccc2F)CC1 (stereo not drawn) | 28%
CN(c1ccccc1)c1cc(=O)c2ccnc(-c3ccc(CO)cc3)c2o1 | -13%[176 µM]
Cc1ccc2nc(-c3ccc(CN4CCC(c5nc6ccccc6[nH]5)CC4)cc3)c(-c3ccccc3)nc2c1 | -28%
CC(C)CCN1CC2(Cc3ccccc3C(=O)N2)C1 | 8%[12.5 µM]
COc1cccc(C(=O)N2CCn3c(nnc3-c3ccccc3)C2)c1 | 1%[176 µM]
O=C(c1cnc2ccccn12)N1CCc2c(nc(-c3ccccc3)[nH]c2=O)C1 | 19%
CCc1nc2ccccc2c(C(=O)OCC(=O)NC23CC4CC(CC(C4)C2)C3)c1C | ?
Cn1cc(C(=O)N2CCNC(=O)C2)c2ccccc21 | -1%
CC(C1CC1)n1nccc1NC(=O)c1nn(C)c(=O)c2ccccc12 (stereo not drawn) | -15%

# 4 entries drawn at random from those above:
SMILES | ALOX12 inh
COCCCNC(=O)C(NC(=O)c1ccccc1)C1CCN(C(=O)c2ccccc2F)CC1 (stereo not drawn) | 28%
O=C(C[C@@H]1O[C@H](CNS(=O)(=O)c2ccc(Cl)cc2)[C@@H](O)[C@H]1O)NC1CC1 | ?
Cn1cc(C(=O)N2CCNC(=O)C2)c2ccccc21 | -1%
CC(C1CC1)n1nccc1NC(=O)c1nn(C)c(=O)c2ccccc12 (stereo not drawn) | -15%

# Back to the main list with the three entries that preceded the break.
SMILES | ALOX12 inh
CCc1nc2ccccc2c(C(=O)OCC(=O)NC23CC4CC(CC(C4)C2)C3)c1C | ?
Cn1cc(C(=O)N2CCNC(=O)C2)c2ccccc21 | -1%
CC(C1CC1)n1nccc1NC(=O)c1nn(C)c(=O)c2ccccc12 (stereo not drawn) | -15%
CN1CCN(Cc2ncc[nH]2)CC12CCC(=O)N(CC(=O)O)CC2 (stereo not drawn) | -12%
CCCCCCCCN1C(=O)[C@H](CC(=O)NCc2ccc(C)o2)C[C@@]2(C(=O)OCC)CCC=C12 | ?
O=C(Nc1ccc2c3c(cccc13)CC2)C(Cl)(Cl)Cl | ?
COc1ccc(CNC(=O)CC[C@]23CC[C@](C)(O)C[C@H]2C(C)(C)C[C@@H]3NCc2ccccn2)cc1 | 105%[activator]
NC1CCCN(Cc2cccc(OCCCn3ccnc3)c2)C1 (stereo not drawn) | 62%[activator]
Cc1ccccc1CN1CC(Oc2cccc(C(=O)NCC3CC3)c2)C1 | 11%
COc1ccc(COC(=O)C2=C(C)NC3=C(C(=O)CCC3)C2c2cccc(OC)c2OC)cc1 (stereo not drawn) | ?
Cc1cc(C23CC4CC(CC(C4)C2)C3)ccc1O | ?
CC(C)CN1C(=O)c2cccn2CC1CNC(=O)c1ccco1 (stereo not drawn) | 68%[activator]
N#Cc1cccc(CN2CCC[C@H]2c2nc(-c3cncnc3N)no2)c1 | -6%[176 µM]
COc1ccc(CN2C(=O)[C@@H]3C[C@@H](CN3C3CCN(C)CC3)Oc3ccccc32)cc1 | -7%[176 µM]
CC(C)c1ccc(C2CC(=O)NC3=C2C(=O)CC(C)(C)C3)cc1 (stereo not drawn) | ?
CN(Cc1cccs1)C(=O)CCc1ccccc1 | -17%
Cc1c(N)cccc1-c1nc2cc(C(C)C)ccc2o1 | ?
Cc1nc2cc(NC(=O)C3CC34CCN(Cc3ccc(O)c(Cl)c3)CC4)ccc2s1 (stereo not drawn) | 5%
Cc1ccc2c(CC(=O)NC3CCCCCC3)coc2c1 | ?
COc1ccc(NC(C)=O)cc1NC(=O)CCc1ncc(-c2ccccc2F)o1 | 23%
Cc1cc2c(cc1S(=O)(=O)N(C)CC(=O)N1CCc3ccccc31)OC(C)C(=O)N2 (stereo not drawn) | 5%
CCc1nc2c(OCc3ccccc3C(=O)OC)cccn2c1N(C)C(=O)Nc1ccccc1OC | 6%
Cc1cccc(NC(=O)N2CCC(c3cc(-c4cccc(C)c4)n[nH]3)CC2)c1 | 18%
COc1ccc(OC)c(NC(=O)c2nc3ccccc3nc2N2CCCC2)c1 | 4%
O=C(Nc1nc(C23CC4CC(CC(C4)C2)C3)cs1)C(c1ccccc1)c1ccccc1 | -10%
COc1ccccc1CNC(=O)c1cc(-c2cc(F)ccc2OC(C)C)n[nH]1 | -8%
CCCNC(=O)N1CC(Oc2ccc(-c3nc(C)no3)cc2)C1 | 4%
COC(=O)c1cc2c(c3c4cc(F)ccc4n(C(=O)c4ccccc4)c13)C(=O)N(C1CCCCC1)C2 | -17%
CC(C)(C)CN1CCN(Cc2cnc(-c3ccc(Cl)cc3)nc2)CC1CCO (stereo not drawn) | 27%
CC(C)c1ncc(CO)n1Cc1c(Cl)cccc1Cl | 4%
CCCCC1CCC(c2nc(C#N)c(N3CCN(CC)CC3)o2)CC1 (stereo not drawn) | -37%
Cc1ccc(CNC(=O)C2CCCCC(=O)N2)o1 (stereo not drawn) | 4%
COc1ccc(C(=O)N2CCC3(CC2)CC(c2nc(C)no2)N(C)C3)c(OC)n1 (stereo not drawn) | 27%
CC(C)C[C@@H](CN1CCC[C@H]1CN1C(=O)C(=O)NC[C@@H]1Cc1ccccc1)N1C[C@H](Cc2ccc(O)cc2)N(CCc2ccccc2)C(=O)C1=O | ?
c1ccc(-c2nn3c(COc4ccc5c(c4)OCO5)nnc3s2)nc1 | 5%
CC(=O)c1cn(CC(=O)NCC2CCC(C(=O)O)CC2)c2ccccc12 (stereo not drawn) | -5%
N#Cc1c(SCC(N)=O)nc(N2CCOCC2)c2c1CCCC2 | 13%
CCn1cc(CN2CCC(N3C(=O)C4(CCCCC4)C3c3ccncc3)CC2)c(C)n1 (stereo not drawn) | 24%
Cc1ccccc1S(=O)(=O)N1CCC(n2c(CC(C)C)nc3cccnc32)CC1 | -7%
CS(=O)(=O)N(C1CC1)C1CCOC2(CCN(C(=O)c3cccc(F)c3)CC2)C1 (stereo not drawn) | 10%
CC(NC(=O)c1ccccc1O)C(C)(C)C (stereo not drawn) | 1%
Cc1cc(C(=O)N[C@@H]2CCC[C@@H](C(=O)N(C)Cc3cccnc3)CC(=O)N(C)C2)c(C(F)(F)F)o1 | ?
CC(NC(=O)c1cccc(CS(C)=O)c1)c1ccccc1 (stereo not drawn) | -20%
CC(C)N1CCC(CNC(=O)Nc2ccccc2F)C1 (stereo not drawn) | 8%
O=C(c1cccc(O)c1)N1CC(COc2ccccc2)C2(C1)CN(C(=O)c1cn[nH]c1)C2 (stereo not drawn) | -8%[176 µM]
OCCC1CN(Cc2cnn(-c3ccccc3)c2)CCN1Cc1cccs1 (stereo not drawn) | 1%
N#Cc1cccc(NC(=O)Cn2nc3n(c2=O)CCCCC3)c1 | 57%[activator]
O=C(NCc1n[nH]c(=O)c2ccccc12)c1ccccc1Cl | 1%
CC(C)NC(=O)NC[C@H]1O[C@H](Cc2cc(-c3ccc(F)cc3)on2)CC[C@@H]1O | 18%[176 µM]
COc1ccc(C[C@H](NC(=O)[C@@]2(O)C[C@@H](O)[C@H](O)[C@@H](NC(=O)CS(=O)(=O)c3ccccc3)C2)C(N)=O)cc1 | 4%
COc1ccc(-c2noc(-c3nc(-c4ccccc4OC)no3)n2)cc1OC | 13%
CCCCc1cc(=O)oc2cc(OC(C)C(=O)O)ccc12 (stereo not drawn) | -2%
CCC(NC(=O)/C(=C\c1ccccc1)NC(=O)c1ccc(C)cc1)C(=O)O (stereo not drawn) | ?

# Compounds shown so far with a thiophene ring, fused or not, in the order listed:
SMILES | ALOX12 inh
CN(Cc1cccs1)C(=O)CCc1ccccc1 | -17%
OCCC1CN(Cc2cnn(-c3ccccc3)c2)CCN1Cc1cccs1 (stereo not drawn) | 1%

# Additional compounds follow:
SMILES | ALOX12 inh
CC1CCN(S(=O)(=O)c2ccc3c(ccn3CCC(=O)NCC3CCCO3)c2)CC1 (stereo not drawn) | -4%
CCCc1cc(=O)[nH]c(SCc2noc(-c3ccc(Cl)cc3)n2)n1 | -12%
COc1ccccc1C1=NS(=O)(=O)N(C)C(C(=O)N2CCN(Cc3ccccc3)CC2)=C1 | ?
O=C(O)c1cccc(-c2cccc(C(F)(F)F)c2)c1 | 8%[12.5 µM]
CCc1noc(-c2cn(C3CCN(C(=O)c4ccc(N(C)C)cc4)CC3)nn2)n1 | 29%
COc1ccc(-c2ccccc2NC(=O)C2CCCN(Cc3cccc(F)c3F)C2)cc1 (stereo not drawn) | 23%
COc1ccccc1Nc1nc(N)c(C(=O)c2ccc(Cl)cc2)s1 | ?
COc1cccc(C(N)c2nc(-c3cc(F)cc(F)c3)cs2)c1 (stereo not drawn) | -14%
CC1(C)OC(=O)C2=C(CC(CCc3ccccc3)OC2c2ccc(F)cc2)O1 (stereo not drawn) | -10%
COc1cc(OC)cc(C(=O)N2[C@@H]3CC[C@H]2CC(NC(=O)c2ccncc2)C3)c1 (stereo partly drawn) | 4%
COc1ccccc1N1CCN(C(=O)CN2C(=O)C(c3ccccc3)=NC23CCCC3)CC1 | 20%
CCOC(=O)c1ccc(N2CCN(C(C)=O)CC2)c(NC(=O)c2ccc3ccccc3c2)c1 | -38%
O=C(Nc1ccc2oc(-c3ccccc3)cc(=O)c2c1)c1ccco1 | ?
CN1CCC(Oc2nccnc2N2CCc3ccccc32)C1 (stereo not drawn) | 17%
CC(=O)Nc1ccc(SCC(=O)c2ccc3c(c2)CCC3)cc1 | ?
COc1cc(/C=N/OCc2ccccc2)ccc1OCc1ccc(C(=O)O)cc1 | -29%
COc1ccc(-c2cc(N3CCN(C(=O)c4cccc(C#N)c4)CC3)n[nH]2)cc1 | -1%
COc1ccccc1-c1cnc(C(O)c2ccc(F)cc2C)[nH]1 (stereo not drawn) | 15%
Cc1[nH]c(I)c(C)c1C=O | 14µM*
COc1ccc(CN2CCN(C/C=C/c3ccccc3)CC2)cc1OC | 0%
CC(=O)N1C(=O)COC[C@@H]1[C@H](O)c1ccc(NC(=O)C2CCC2)cc1 | 56%[activator][176 µM]
Cn1c(=O)c2nc(SCc3ccc(F)cc3)n(C)c2n(C)c1=O | 1%
O=C(c1ccccc1Cl)N1CCC2(CC1)CC(O)CCO2 (stereo not drawn) | 26%
C[C@H]1Cn2cnc(C(=O)NCc3ccc(CNC(=O)OC(C)(C)C)cc3)c2C(=O)N1 | 9%
CC(C)c1nnc(NC(=O)c2cc(=O)c3ccccc3o2)s1 | ?
CCc1nc2c(c(-c3ccc(Cl)cc3)n1)CCN(Cc1ccc(C#N)cc1)CC2 | ?
Cc1cnn(CC(=O)N2CCC(Cn3c(C)cnc3C3CC3)CC2)c1 | 16%
CC(C)C[C@@H](CO)N1Cc2nnn(Cc3ccccc3)c2-c2ccccc2S1(=O)=O | -24%
O=C(Cn1ncc2ccccc2c1=O)Nc1ccc(F)c(F)c1 | -25%
CCCCc1noc(CSc2cc(C(N)=O)c3ccccc3n2)n1 | -28%
CCCn1c(CN2CCN(C(=O)OCC)CC2)nc2cc(NC(=O)c3ccc(Cl)cc3)ccc21 | 47%[activator]
Cc1[nH]nc2c1C(c1ccccc1C(F)(F)F)C(C#N)=C(N)O2 (stereo not drawn) | ?
CN1CCC(N2CC[C@@H]3[C@H]2C(=O)NC[C@H](CCC(=O)N2CCN(C)CC2)N3C)CC1 | -4%[176 µM]
O=C1N[C@@H]2CCN(S(=O)(=O)c3ccc(Cl)cc3)[C@@H]2C(=O)N1c1ccc(Oc2ccccc2)cc1 | ?
CC(C)NC(=O)N(C1CCOCC1)C1CN(C(=O)c2ccco2)C1 | 46%[activator]
O=C(c1ccc(N2CCC(O)CC2)nc1)N1CCC(N2CCOCC2)CC1 | 4%
CS(=O)(=O)N1CCCc2cc(-c3csc(N)n3)ccc21 | ?
COc1ccc(S(=O)(=O)n2c(N)nc3ccccc32)cc1 | ?
COc1cccc(-c2ccnc3nc(-c4ccccc4OC)nn23)c1 | 49%
CCC(CC)NC(=O)C1Cn2cccc2C(=O)N1 (stereo not drawn) | 9%
COCCOc1cc(NC(=O)c2nn(C)c(=O)c3ccccc23)ccc1OC | 7%
C=CCNc1nc(NCc2ccc(NC(C)=O)cc2)c2sc(-c3ccccc3)cc2n1 | ?
